Compound activity from PubChem.
SKKanGAS inh: S. pyogenes SKKanGAS growth inhibitors in kanamycin, primary screen, streptokinase expression inhibitor project, SKKanGAS strain, BacTiter-Glo luminescence. 6 h. inhibition, % at 7.5 µM. actives 1.3% (n = 300,000). AID 1662, 2009;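 active = mean replicate score, as percent of positive control median, at least 50; inconclusive = mean below 50 but one replicate at or above 50; inactive = mean and every replicate below 50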;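 note: strain carries kanamycin resistance gene driven by streptokinase promoter and grows in 40 µg/ml kanamycin; loss of luminescence reflects streptokinase promoter inhibition or plain growth inhibition; 0% = median of DMSO wells and 100% = positive control at its reference dose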
RGS4 inh: RGS4 inhibitors, primary screen, cell-based, HEK293 M3R inducible RGS4, calcium flux; Regulator of G-protein signaling 4 (Homo sapiens), P49798; Fluo-4 calcium flux; active compounds read high; triggered by carbachol at its EC20; B-score at 10 µM; actives 0.45% (n = 310,000); AID 463165, 2010;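 active = B-score, a plate-corrected calcium signal, over three deviations above library mean, with baseline fluorescence within five deviations of library mean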;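 note: RGS4 expression induced by doxycycline in cells with stable M3 receptor; B-score is computed from the integrated fluorescence ratio over baseline after carbachol; higher B-score means a larger calcium signal and so more RGS4 inhibition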
Target sequence (P49798 whole entry, looked up): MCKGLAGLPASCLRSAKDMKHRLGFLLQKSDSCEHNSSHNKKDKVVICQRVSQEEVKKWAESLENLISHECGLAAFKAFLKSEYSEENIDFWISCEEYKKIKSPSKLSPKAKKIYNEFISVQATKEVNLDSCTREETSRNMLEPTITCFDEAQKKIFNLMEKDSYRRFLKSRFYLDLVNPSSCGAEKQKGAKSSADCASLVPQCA
RGS4 act: RGS4 potentiators or activators, primary screen, cell-based, HEK293 M3R inducible RGS4, calcium flux | carbachol calcium flux Fluo4; active compounds read low | B-score at 10 µM | actives 0.92% (n = 310,000) | AID 463111, 2010;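 active = B-score of the integrated calcium signal more than 4 SD below the library mean, with starting fluorescence not abnormally high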;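 note: negative B-score means reduced calcium response which marks RGS4 activation or potentiation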
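test system = M3R-expressing HEK293 line, RGS4 induced by doxycycline | probe or stimulus = carbachol at ECmax as muscarinic agonist stimulus | timing = dye loading 30 min 37 °C, buffer rest 30 min RT | signal = calcium dye Fluo4 fluorescence | evaluation = B score from integrated fluorescence ratio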
MrgX1 allo act: positive allosteric modulators of MrgX1, primary screen, HEK293 cells, Fluo-4 calcium flux; Mas-related G-protein coupled receptor member X1 (Homo sapiens), Q96LB2; actives 0.63% (n = 310,000); FDSS; active compounds read high; B-score at 10 µM;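 active = plate-corrected calcium response at least 3 library SD above typical, normal starting fluorescence, not activating the receptor alone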;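 note: compound read alongside a low EC10 to EC30 dose of BAM8-22 agonist; peak minus trough fluorescence over baseline measured at the second addition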
Target sequence (Q96LB2 whole entry, looked up): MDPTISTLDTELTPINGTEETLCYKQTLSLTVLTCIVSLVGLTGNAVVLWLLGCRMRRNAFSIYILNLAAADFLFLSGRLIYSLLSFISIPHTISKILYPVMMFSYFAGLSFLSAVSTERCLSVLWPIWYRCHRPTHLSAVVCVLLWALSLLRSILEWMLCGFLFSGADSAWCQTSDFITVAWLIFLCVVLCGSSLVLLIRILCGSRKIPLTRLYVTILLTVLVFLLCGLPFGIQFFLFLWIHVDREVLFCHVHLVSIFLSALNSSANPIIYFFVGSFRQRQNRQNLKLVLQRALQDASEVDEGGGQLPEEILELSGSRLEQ
MrgX1 antag: antagonists of human MrgX1 receptor, primary screen, HEK293 cells, Fluo-4 calcium flux; Mas-related G-protein coupled receptor member X1 (Homo sapiens), Q96LB2; BAM8-22 antagonism; active compounds read low; B-score at 10 µM; actives 1.3% (n = 310,000); AID 588676, 2011;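 active = calcium-response B-score plate-corrected more than 3 library SD below zero, starting fluorescence within 5 deviations, no agonist response on first addition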;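 note: peak minus trough fluorescence over baseline after final BAM8-22 challenge near maximal dose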
TRPC6 inhibitor: mouse TRPC6 channel inhibitors, primary screen, cell-based, HEK293, membrane potential dye; ACh-evoked depolarization; active compounds read low; B-score at 10 µM; actives 1.1% (n = 310,000);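 active = B-score under library mean minus 3 SD, initial fluorescence not abnormally high, positive integrated signal ratio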;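 note: B-score derived from integrated fluorescence ratio over the kinetic read; more negative B-score means stronger inhibition of depolarization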
TRPC6 act: mouse TRPC6 channel activators, primary screen, cell-based, HEK293, membrane potential dye; Short transient receptor potential channel 6 (Mus musculus), Q61143; HEK293-TRPC6 membrane potential dye fluorescence; active compounds read high; B-score at 10 µM; actives 0.13% (n = 310,000); AID 2550, 2010;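 active = B-score of the integrated fluorescence ratio above library mean plus 3 SD, and starting fluorescence ratio within library mean plus 5 SD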;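 note: higher score means more depolarization so channel activation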
TMEM16A act: TMEM16A chloride channel activators or potentiators, primary screen, cell-based, HTS. Anoctamin-1 (Mus musculus), Q8BHY3. B-score at 10 µM. actives 0.3% (n = 340,000). HEK293 TMEM16A/YFP-H148Q/I152L, iodide quench fluorescence; active compounds read low. AID 623877, 2012;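 active = fluorescence-ratio B-score plate-corrected deviation score at least 3 library SD below zero, with starting fluorescence score within 5 deviations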;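 note: channel opened by trigger with iodide after compound preincubation; score built on the fluorescence ratio of max minus min over baseline; more negative score means more quench and so TMEM16A activation or potentiation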
MrgX1 agonist: agonists of human MrgX1 receptor, primary screen, HEK293 cells, Fluo-4 calcium flux. B-score at 10 µM. AID 588627, 2011. Mas-related G-protein coupled receptor member X1 (Homo sapiens), Q96LB2. Fluo-4 calcium fluorescence, agonist mode; active compounds read high. actives 0.44% (n = 310,000);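 active = calcium response B-score plate-corrected fluorescence ratio at least 3 library SD, with starting fluorescence B-score inside 5 SD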
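Material: MrgX1-expressing HEK293 cells / Dosing: compound as first of three additions / Incubation: overnight seeding, then 1 h dark dye loading / Signal: Fluo-4 NW calcium fluorescence / Evaluation: B-scored fluorescence response ratio / Benchmarks: positive and negative control wells on each plate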
ANO1 block: TMEM16A chloride channel inhibitors, primary screen, cell-based, HTS; Anoctamin-1 (Mus musculus), Q8BHY3; HEK293 TMEM16A/YFP iodide influx fluorescence, ionomycin; normalized B-score (activity score, 25-100; higher = stronger inhibition) at 10 µM; actives 1.2% (n = 310,000);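 active = ratio plate-corrected score three or more library SD toward inhibition, starting fluorescence score within five deviations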;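 note: score derived from kinetic fluorescence span divided by baseline fluorescence per well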
HDAC3 inhib: HDAC3 deacetylase inhibitors, primary screen, biochemical, fluorescence, cell-free homogeneous | AID 2718, 2010 | actives 0.15% (n = 320,000) | Histone deacetylase 3 (Homo sapiens), O15379 | recombinant HDAC3, fluorogenic peptide/trypsin coupled | inhibition, % at 8.3 µM; in the data active = inhibition above about 26%, passing the limit was not always enough; inconclusive = no clear call, values can overlap the other calls
Target sequence (O15379 whole entry, looked up): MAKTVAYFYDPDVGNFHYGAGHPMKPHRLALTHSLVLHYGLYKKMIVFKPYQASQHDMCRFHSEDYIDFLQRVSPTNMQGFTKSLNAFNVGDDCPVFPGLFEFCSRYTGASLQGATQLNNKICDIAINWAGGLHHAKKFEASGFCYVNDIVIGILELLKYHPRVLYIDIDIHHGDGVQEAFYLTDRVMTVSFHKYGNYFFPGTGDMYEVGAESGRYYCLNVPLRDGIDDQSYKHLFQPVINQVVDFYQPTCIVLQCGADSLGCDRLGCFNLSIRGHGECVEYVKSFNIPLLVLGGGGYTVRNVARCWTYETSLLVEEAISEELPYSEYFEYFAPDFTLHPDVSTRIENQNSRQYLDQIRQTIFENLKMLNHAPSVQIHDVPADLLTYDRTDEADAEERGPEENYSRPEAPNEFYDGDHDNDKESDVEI
Active calls of the source: *; i = inactive; ? = inconclusive; . = not tested or not shown.

SMILES	SKKanGAS inh	RGS4 inh	RGS4 act	MrgX1 allo act	MrgX1 antag	TRPC6 inhibitor	TRPC6 act	TMEM16A act	MrgX1 agonist	ANO1 block	HDAC3 inhib
COCCNC(=O)CSc1nc(N)c(NC(=O)c2ccccc2F)c(=O)[nH]1	-4	i	i	i	i	i	i	i	i	i	1
O=C(CCC1CCCCC1)NCc1cccs1	7	i	i	i	i	i	i	i	i	i	-3
CCCc1cc(=O)[nH]c(N/N=C/C=C\c2ccccc2)n1	16	i	i	i	i	i	i	i	i	i	0
Cc1cc(C)c(S(=O)(=O)N2CCCC(C(=O)NCc3ccccn3)C2)c(C)c1 (stereo not drawn)	-1	i	i	i	i	i	i	i	i	i	-1
Cc1nonc1-c1csc(N)n1	2	i	i	i	i	i	i	i	i	i	0
CN1CCN(c2ccc(-c3ccnn3C(=O)Nc3ccccc3)cc2)CC1	3	i	i	i	-10*	i	i	i	i	i	3
CCN(c1ccc(OC)cc1)c1ncnc2nc[nH]c12	-6	i	i	i	i	i	i	i	i	i	0
Cc1c(OCC(=O)C(C)(C)C)ccc2c(-c3ccccc3)cc(=O)oc12	2	i	i	i	i	i	i	i	i	i	6
O=C(Cn1nnc(-c2ccc(CN3CCOCC3)cc2)n1)N1CCCc2ccccc21	4	i	i	i	i	i	i	i	i	i	-5
O=C(CCC(=O)N1CCN(c2ccc(F)cc2)CC1)c1ccccc1	-9	i	i	i	i	i	i	i	i	i	1
CCc1ccc(NC(=O)CSc2nc(N)c(NC(=O)c3ccc(F)c(F)c3)c(=O)[nH]2)cc1	1	i	i	i	i	i	i	i	i	i	-10
Cc1ccc(NC(=S)N2CCC(c3ccc(C)cc3)C2)cc1 (stereo not drawn)	6	i	i	i	i	i	i	i	i	i	7
O=c1cc(N2CCN(Cc3ccccc3)CC2)[nH]c(=O)n1-c1cccc(C(F)(F)F)c1	1	i	i	i	i	i	i	i	i	i	1
Cc1csc(NC(=O)CSc2nnc(NC(=O)C3CC(=O)N(c4ccccc4)C3)s2)n1 (stereo not drawn)	14	i	i	i	i	i	i	i	i	i	6
COC(=O)C1=CN(C2CC2)C=C(C(=O)OC)C1c1ccc(C(F)(F)F)cc1	-2	i	i	i	-6.6*	i	i	i	i	i	?
Cc1cc(C)nc(Nc2ncc(O)n2-c2ccccc2)n1	0	i	i	i	i	i	i	i	i	i	-4
CCn1c(SCC(=O)N2CCCc3ccccc32)nnc1-c1ccoc1C	4	i	i	i	i	i	i	i	i	i	-3
OC(COc1ccc2c(c1)OCO2)CN1CCCCC1 (stereo not drawn)	2	i	i	i	i	i	i	i	i	i	1
CC1CCCCC1NC(=O)COC(=O)C12CC3CC(CC(Cl)(C3)C1)C2 (stereo not drawn)	-3	i	i	i	i	i	i	i	i	i	-3
O=S(=O)(c1ccc(Cl)s1)N1CCCCC1	5	i	i	i	i	i	i	i	i	i	0
CCN1CCN(C(c2cccs2)C(C)NC(=O)c2ccco2)CC1 (stereo not drawn)	-7	i	i	i	i	i	i	i	i	i	3
CCCNC(=O)Cc1c(C)oc2ccccc12	3	i	i	i	i	i	i	i	i	i	0
CCOC(=O)C1=C(C)NC2=C(C(=O)C(C(=O)OCC)C(c3ccc(OC)cc3)C2)C1c1ccccn1 (stereo not drawn)	1	i	i	i	i	i	i	i	i	i	-8
Cc1ccccc1C(=O)Nc1cccc(NC(=O)c2ccc(-c3ccc(Br)cc3)o2)c1	18	i	i	i	i	i	i	i	i	i	-2
CCCCOc1ccc(/C=C/C(=O)Nc2ccc(C(N)=O)cc2)cc1	-8	i	i	i	i	i	i	i	i	i	0
CC(C)OP(=O)(OC(C)C)C(Nc1cccc(C(=O)O)c1)c1ccccc1 (stereo not drawn)	9	i	i	i	i	i	i	i	i	i	.
S=C(NCc1cccnc1)Nc1ccc(Oc2ccc(Cl)cc2)cc1	-38	i	i	i	i	i	i	i	i	i	-1
O=C1/C(=C/c2ccco2)SC(=S)N1CCC(=O)N1CCCCC1CCO (stereo not drawn)	1	i	i	i	i	i	i	i	i	i	6
CS(=O)(=O)NCCCNc1c(Cl)cccc1[N+](=O)[O-]	0	i	i	i	i	i	i	i	i	i	5
O=C(COC(=O)Cc1ccccc1F)Nc1cccc(S(=O)(=O)NC2=NCCCCC2)c1	-6	i	i	i	i	i	i	i	i	i	-3
COc1cccc(NC(=O)CCCn2nc(C)c3c(C)n(-c4ccccc4)nc3c2=O)c1	3	i	i	i	i	i	i	i	i	i	-9
Cc1ccccc1NC1(C#N)C(=O)Nc2ccccc21 (stereo not drawn)	4	i	i	i	i	i	i	i	i	i	-7
CC(C)C(CCNC(=O)CN1C(=O)c2ccccc2C1=O)c1ccco1 (stereo not drawn)	-1	i	i	i	i	i	i	i	i	i	4
CCOC(=O)C1CCN(C(=O)Cn2nc(C)n3cccc3c2=O)CC1	2	i	i	i	i	i	i	i	i	i	2
CCc1cccc2sc(N3CCN(C(=O)c4ccc([N+](=O)[O-])o4)CC3)nc12	59*	i	i	i	i	i	i	i	i	i	3
COC(=O)c1c(NC(=O)CC2SC(N)=NC2=O)sc(C)c1C (stereo not drawn)	-4	i	i	i	i	i	i	i	i	i	-5
O=C(Nc1ccc([N+](=O)[O-])cc1)Nc1ccc2c(c1)OCCO2	0	i	i	i	i	i	i	i	i	i	1
COC(=O)c1ccc(C)c(NC(=O)CCc2ccc(OC)cc2)c1	-2	i	i	i	i	i	i	i	i	i	-1
Cc1[nH]ccc(=O)c1OCc1ccc(Cl)cc1	-2	i	i	i	i	i	i	i	i	i	-3
CCOC(=O)Cn1c(N2CCOCC2)nc2c1c(=O)[nH]c(=O)n2C	-5	i	i	i	i	i	i	i	i	i	-5
CCCOC(=O)CSC1=C(C#N)C(c2ccccc2Cl)CC(=O)N1 (stereo not drawn)	-7	i	i	i	i	i	i	i	i	i	.
CN1CCN(c2ccc([N+](=O)[O-])cc2C(=O)c2ccc(Br)cc2)CC1	0	i	i	i	i	i	i	i	i	i	-3
O=C1c2ccccc2C(=O)C1c1nccc2ccccc12	-3	i	i	i	i	i	i	i	i	i	12
O=C(CSc1ccccc1C(=O)O)NC12CC3CC(CC(C3)C1)C2	-5	i	i	i	i	i	i	i	i	i	-1
COc1ccc(CC(=O)NC(C)C2COc3ccccc3O2)cc1OC (stereo not drawn)	-4	i	i	i	i	i	i	i	i	i	-3
CC1CCN(S(=O)(=O)c2ccc3c(c2)c(=O)c(C(=O)NCc2cccs2)cn3C)CC1	8	i	i	i	i	i	i	i	i	i	-2
COc1cc(CNCCCN2CCOCC2)cc(Br)c1OCc1ccc(Cl)cc1	-6	i	i	i	i	i	i	i	i	i	3
O=C(CCc1c[nH]c2ccccc12)N1CCN(c2ccc(O)cc2)CC1	25	i	i	i	i	i	i	i	i	i	1
O=c1[nH]c(N2CCCCC2)nc2ncn(Cc3ccccc3)c12	.	i	i	i	i	i	i	i	i	i	-5
CC(C)CNC(=O)CCCSc1nc2ccccc2[nH]1	10	i	i	i	i	i	i	i	i	i	0
O=C(NCc1ccccc1)C1CCC(=O)N(CCCN2CCCC2=O)C1 (stereo not drawn)	-1	i	i	i	i	i	i	i	i	i	0
O=C(O)c1c(C(=O)N2N=C3/C(=C/c4ccccc4)CCCC3C2c2ccccc2)cccc1[N+](=O)[O-] (stereo not drawn)	5	i	i	i	i	i	i	i	i	i	10
C=CCc1cc(Cl)ccc1OCCCn1ccnc1	30	i	i	i	i	i	i	i	i	i	4
CS(=O)(=O)N(CC(=O)N1CCOCC1)c1ccccc1Br	1	i	i	i	i	i	i	i	i	i	6
CCCCC(Br)C(=O)Nc1ccc(S(=O)(=O)Nc2cc(C)nc(C)n2)cc1 (stereo not drawn)	1	i	i	i	i	i	i	i	i	i	0
COC(=O)c1ccc(C(=O)N(Cc2ccccc2)c2ccccc2)cc1	4	i	i	i	i	i	i	i	i	i	-2
COc1ccc(-c2ccc3oc(-c4ccc(OC)cc4)c(C#CCO)c3c2)cc1	?	i	i	i	i	i	i	i	i	i	-7
COc1cc(C=O)ccc1OCCOCCOc1ccc(Cl)cc1	-12	i	i	i	i	i	i	i	i	i	3
O=C(COc1ccccc1)NCC(c1ccco1)N1CCN(c2ccccc2)CC1 (stereo not drawn)	2	i	i	i	i	i	i	i	i	i	-1
COc1cc(CC(=O)OCC(=O)Nc2ccc(S(=O)(=O)N3CCCC3)cc2)cc(OC)c1OC	5	i	i	i	i	i	i	i	i	i	-3

New compounds follow.
SMILES	SKKanGAS inh	RGS4 inh	RGS4 act	MrgX1 allo act	MrgX1 antag	TRPC6 inhibitor	TRPC6 act	TMEM16A act	MrgX1 agonist	ANO1 block	HDAC3 inhib
CNCCCC1c2ccccc2C=Cc2ccccc21	-2	i	i	i	i	i	i	i	i	i	-2
CCOc1ccc(C(=O)NC(=S)N(Cc2ccccc2)Cc2ccccc2)cc1	98*	i	i	i	i	i	i	i	i	i	-10
CN1CCN(NC(=O)c2ccccc2F)CC1	-6	i	i	i	i	i	i	i	i	i	-7
CCCCc1nc(C(N)=O)c2[nH]c(=O)n(-c3ccc(OCC)cc3)c2n1	14	i	i	i	i	i	i	i	i	i	?
COc1ccc(C(=O)c2oc3ccccc3c2N)cc1	-19	i	i	i	i	i	i	i	i	i	9
CC1CCN(S(=O)(=O)c2ccc(C(=O)NCc3ccc4c(c3)OCO4)cc2)CC1	-2	i	i	i	i	i	i	i	i	i	-4
